CHRM4 PAM – potentiates acetylcholine response at human M4 receptor | activation, % at 3 µM | CHO-K1 hM4/Gqi5, Fluo-8 calcium fluorescence, ACh EC20; 0% = ACh EC20, 100% = maximal ACh | 360,000 tested, 0.4% active | AID 624126;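 active = activation above its plate's cutoff, the mean activation of sample wells plus 3 SD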; also: some results filed as inactive read as strong as hits
Target sequence (P08173 whole entry, looked up): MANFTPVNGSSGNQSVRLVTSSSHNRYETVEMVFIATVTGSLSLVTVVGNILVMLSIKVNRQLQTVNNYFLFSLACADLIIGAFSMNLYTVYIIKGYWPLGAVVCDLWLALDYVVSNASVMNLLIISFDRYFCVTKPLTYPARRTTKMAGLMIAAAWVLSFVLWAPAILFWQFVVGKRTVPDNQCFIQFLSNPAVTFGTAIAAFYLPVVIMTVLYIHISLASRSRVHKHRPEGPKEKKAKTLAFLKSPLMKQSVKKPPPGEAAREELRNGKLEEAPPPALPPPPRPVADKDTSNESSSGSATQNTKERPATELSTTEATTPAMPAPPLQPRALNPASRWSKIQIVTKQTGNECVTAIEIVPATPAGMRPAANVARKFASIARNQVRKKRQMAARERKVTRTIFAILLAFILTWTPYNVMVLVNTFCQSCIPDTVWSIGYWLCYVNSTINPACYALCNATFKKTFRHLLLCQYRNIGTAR
CHO-K1 Ca antag – counter-screen for M1 antagonists: effect in parental CHO-K1 cells; ATP-induced calcium, Fluo-8 fluorescence; 360,000 tested, 0.6% active; inhibition, % at 3 µM;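 active = inhibition above a per-plate cutoff, the plate's mean sample inhibition plus 3 SD, cut at about 24% in these data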;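 also: 0% = DMSO plus EC80 ATP and 100% = DMSO alone without ATP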
CHRM5 antagonist – blocks acetylcholine activation of human M5 receptor. CHO-hM5 cells, Fluo-8 calcium fluorescence, ACh EC80. 360,000 tested, 0.59% active. inhibition, % at 3 µM. AID 624040. P08912;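 active = inhibition above a per-plate cutoff, the mean of that plate's test compounds plus 3 SD, cut at about 27% in these data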;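 also: 0% = acetylcholine EC80 with DMSO and 100% = DMSO without agonist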
Target sequence (P08912 whole entry, looked up): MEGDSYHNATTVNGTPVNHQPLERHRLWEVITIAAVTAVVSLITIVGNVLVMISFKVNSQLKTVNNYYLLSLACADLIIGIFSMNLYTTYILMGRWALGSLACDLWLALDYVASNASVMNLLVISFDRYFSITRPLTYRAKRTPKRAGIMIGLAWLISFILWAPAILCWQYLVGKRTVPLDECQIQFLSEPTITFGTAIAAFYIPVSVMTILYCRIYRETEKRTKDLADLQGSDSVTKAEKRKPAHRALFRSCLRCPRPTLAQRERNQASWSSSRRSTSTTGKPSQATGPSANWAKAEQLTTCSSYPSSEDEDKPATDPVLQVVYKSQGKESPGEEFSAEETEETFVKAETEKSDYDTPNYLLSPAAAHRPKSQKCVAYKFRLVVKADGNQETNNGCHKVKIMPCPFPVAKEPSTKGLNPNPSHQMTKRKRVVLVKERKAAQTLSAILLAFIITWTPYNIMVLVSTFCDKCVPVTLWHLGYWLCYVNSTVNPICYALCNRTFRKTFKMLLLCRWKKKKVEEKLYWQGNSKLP
CHO-K1 Ca PAM – M1 PAM counterscreen hit in parental CHO-K1 cells; ATP EC20, Fluo-8 calcium fluorescence; 0% at ATP EC20, 100% at ATP max; AID 602247; 360,000 tested, 0.02% active; activation, % at 3 µM;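 active = activation above the run cutoff, the mean activation of all test compounds plus 3 SD, cut at about 40% in these data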;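 also: peak over basal fluorescence ratio in a 140 s read after ATP addition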
M4 antag – CHRM4 antagonism in calcium assay; P08173; CHO-hM4 cells, ACh EC80, Fluo-8 calcium fluorescence; inhibition, % at 3 µM; 360,000 tested, 0.73% active; AID 624125;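 active = inhibition above its plate's cutoff, the mean inhibition of sample wells plus 3 SD, cut at about 27% in these data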;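 also: 0% = acetylcholine EC80 with DMSO and 100% = DMSO without agonist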
M4 ag – CHRM4 agonism in calcium assay | activation, % at 3 µM | CHO-K1 hM4/Gqi5, Fluo-8 calcium fluorescence; vehicle 0%, full acetylcholine response 100% | 360,000 tested, 0.14% active | AID 624127;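 active = activation above the run mean over all test wells plus 3 SD, cut at about 32% in these data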;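 also: peak over basal fluorescence ratio per well then scaled between controls; 0% = DMSO wells and 100% = acetylcholine at EC100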
CHO-K1 Ca ag – M1 agonist counterscreen hit in parental CHO-K1 cells; AID 602248; activation, % at 3 µM; Fluo-8 calcium fluorescence; scaled to maximal ATP response, vehicle zero; 360,000 tested, 0.48% active; in the data active = activation above about 15%;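 also: untransfected CHO-K1 host cells lacking M1 receptor as counterscreen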
CHRM5 PAM – CHRM5 positive allosteric modulation. 360,000 tested, 0.3% active. activation, % at 3 µM. CHO-K1 hM5, Fluo-8 calcium, ACh EC20 PAM; 0% = ACh EC20, 100% = ACh EC100. P08912;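 active = activation above the run cutoff, the mean activation of all test compounds plus 3 SD, cut at about 18% in these data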
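system = human M5 receptor in CHO-K1 cells | reagent = EC20 acetylcholine as agonist stimulus | compound dosing = single-point, 3 µM nominal | incubation = Fluo-8 loading 80 min at 37 °C plus 30 min room temperature | detection = Fluo-8 calcium dye fluorescence, kinetic read | benchmarks = low control EC20 acetylcholine (0%), high control EC100 acetylcholine (100%)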
M5 ag – agonists of human muscarinic M5 receptor (CHRM5); CHO-K1 hM5 cells, Fluo-8 calcium fluorescence; 0% DMSO wells, 100% maximal acetylcholine response; 360,000 tested, 0.19% active; P08912; activation, % at 3 µM;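 active = activation above the run's mean over test compounds plus 3 SD, cut at about 23% in these data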;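 also: signal is peak over basal fluorescence ratio across the kinetic read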
Active calls of the source: *. An unsorted share of the library. Share with any hit: about 2.7%.

entry	SMILES	CHRM4 PAM	CHO-K1 Ca antag	CHRM5 antagonist	CHO-K1 Ca PAM	M4 antag	M4 ag	CHO-K1 Ca ag	CHRM5 PAM	M5 ag
1	CCN(CC)C(=O)c1cc2c(=O)c3cc(F)ccc3oc2nc1C	-1	0	-6	-4	-5	2	0.3	-2	1
2	O=C(Nc1c2c(nn1-c1ccccc1)CS(=O)(=O)C2)c1cccs1	9	-1	8	-3	-5	1	-0.2	3	-4
3	Cn1c(=O)c2ncn(CC(=O)NCCC3=CCCCC3)c2n(C)c1=O	11	-17	-3	20	-1	1	0.5	-1	-1
4	CCOC(=O)c1cnc(SCC(=O)N2CCC(C(N)=O)CC2)nc1N	1	3	2	-19	-7	1	0.0	8	2
5	Cc1nc2nc(SCC(=O)N3CCOCC3)nn2c(C)c1Cc1ccccc1	-13	-9	0	5	13	1	0.0	-6	-2
6	N#Cc1ccc(C=NN2CCCCCC2)cc1	0	-14	17	8	-6	4	1.5	-7	0
7	Cc1c(Cl)cccc1NC(=O)COc1ccc(S(=O)(=O)N2CCOCC2)cc1	13	1	-12	12	-9	3	0.6	1	1
8	O=C(CCNC(=O)c1ccco1)Nc1ccc(F)c(Cl)c1	3	-4	-4	4	-13	1	1.3	-1	-2
9	COc1cc(/C=C(\C#N)c2nc3ccccc3o2)ccc1O	-23	30*	46*	-21	20	30	45*	-24	53*
10	O=C(NCC1(N2CCOCC2)CCCCC1)c1ccc(Cl)c(S(=O)(=O)NCc2ccco2)c1	-2	-6	5	11	3	0	0.8	-2	-3
11	COC(=O)C1C(=O)c2c([nH]c(C(=O)OC3CCCC3)c2C)CC1C (configuration not stated)	0	-15	-2	19	-9	6	3.2	-3	-3
12	O=C1CC(N2CCN(c3ccc(C(=O)c4ccc(F)cc4)cc3)CC2)C(=O)N1 (configuration not stated)	1	4	-2	18	7	7	0.4	-9	0
13	COc1ccc(N2CCN(C(=O)c3sc4ncn(CC(=O)N5CCCCC5C)c(=O)c4c3C)CC2)cc1 (configuration not stated)	3	11	17	-1	-4	8	2.7	-10	-1
14	Cc1ccc(NS(=O)(=O)c2ccc3c(c2)NC(=O)C(C)C(=O)N3)cc1C (configuration not stated)	4	0	1	7	-11	0	0.0	-2	0
15	O=S(=O)(N1CCCCC1)n1nnc2ccccc21	-3	-16	-4	0	-2	1	-0.1	1	-7
16	CCCCc1ccc(NC(=O)c2ccc(N(C)S(C)(=O)=O)cc2)cc1	4	-3	-3	10	8	5	4.7	10	9
17	Cc1ccc(S(=O)(=O)Nc2nc3ccccc3nc2NCC2CCCO2)cc1 (configuration not stated)	-3	-16	8	3	13	0	0.5	-4	-1
18	CCC(CC)C(=O)Nc1cccc(C(=O)Nc2ccc(S(=O)(=O)Nc3ccc(C)cc3)cc2)c1	-1	7	6	3	20	6	1.5	-5	3
19	CCOC(=O)C1=NN(c2ccc(C)cc2)C2(S1)SC(C(C)=O)=C(C)N2c1ccccc1 (configuration not stated)	7	-4	-5	19	0	-1	0.6	6	0
20	Cn1c(=O)oc2cc(S(=O)(=O)N3CCCC(C(=O)NCc4cccs4)C3)ccc21 (configuration not stated)	9	27*	-2	-10	-33	1	0.1	0	-1

A few values from above.
In CHO-K1 Ca PAM, Cc1ccc(NS(=O)(=O)c2ccc3c(c2)NC(=O)C(C)C(=O)N3)cc1C (configuration not stated) reads 7
In CHO-K1 Ca antag, Cn1c(=O)oc2cc(S(=O)(=O)N3CCCC(C(=O)NCc4cccs4)C3)ccc21 (configuration not stated) reads 27*

Other structures
entry	SMILES	CHRM4 PAM	CHO-K1 Ca antag	CHRM5 antagonist	CHO-K1 Ca PAM	M4 antag	M4 ag	CHO-K1 Ca ag	CHRM5 PAM	M5 ag
21	CCOC(=O)c1sc(C)nc1C1CCN(C(=O)OCC)CC1	6	4	3	-4	0	0	-0.2	-3	-1
22	O=C(NCc1nnnn1-c1ccc(Cl)cc1)c1ccc([N+](=O)[O-])o1	4	-10	-6	0	-21	2	-0.1	-2	-1
23	COc1cc(C2=NOC(C(=O)NCc3cccs3)C2)cc(OC)c1OC (configuration not stated)	0	0	7	-11	4	3	2.1	2	2
24	COc1ccc([N+](=O)[O-])cc1-n1cccc1	1	-14	-4	24	0	1	0.3	0	-3
25	CCOc1ccc2oc(C(=O)N(CC)CC(=O)Nc3c(F)cccc3F)c(C)c2c1	-9	9	3	-26	3	4	0.6	6	2
26	O=C(CN1CCN(c2cccc(Cl)c2)CC1)NC1CCCc2ccccc21 (configuration not stated)	1	-16	-4	12	7	5	0.2	4	-1
27	COc1cc(-c2nc3cnccc3n2C)cc(OC)c1OC	-3	-3	-4	5	-2	1	0.0	0	-2
28	CCOc1ccc(/C=C(\C)C(=O)c2c(C)cc(C)[nH]c2=O)cc1	-2	-11	-5	14	-5	1	0.2	-3	9
29	COc1ccc(CN2CCC(C(=O)N3CCCC(C)C3)CC2)cc1OC (configuration not stated)	16	-6	-1	11	-7	0	0.5	-1	-1
30	O=C(N/N=C/C(Br)=C/c1ccccc1)C(O)c1ccccc1 (configuration not stated)	-7	19	5	-20	13	2	0.1	-3	4
31	COc1ccc([C@H]2CC(=O)C=C(c3cc(F)ccc3OC)C2)cc1	-3	-13	4	8	3	4	-0.2	-6	-4
32	Cc1cc(-c2ccccc2)cc(=O)[nH]1	4	-12	1	17	-8	0	1.2	11	2
33	CCOc1ccc(NC(=O)CN(C)C(=O)C2CCN(C(=O)Nc3ccccc3)CC2)cc1OCC	1	-16	11	7	-9	0	0.1	1	0
34	N#CC(C#N)=C1NC2(CCCC2)Cc2ccccc21	17	-5	-10	21	-8	-1	0.6	6	-3
35	COc1ccc(-c2cc(=O)oc3cc(OCC(=O)N4CCOCC4)ccc23)cc1	9	1	5	-1	-1	3	6.0	2	0
36	Cc1ccc(Oc2nsnc2N2CCOCC2)cc1	-7	-4	1	13	9	-2	0.2	-2	0
37	CCC(C)(NC(=O)c1cccc(N2C(=O)CSC2c2ccccc2)c1)C(=O)Nc1ccccc1C (configuration not stated)	1	-24	7	11	8	1	1.2	2	-5
38	O=C(c1ccc2ccccc2c1)N1CCN(c2ccc([N+](=O)[O-])c(N3CCOCC3)c2)CC1	-4	-4	-6	-18	-9	8	0.8	-5	2
39	CC(C)(C)OC(=O)N1Cc2ccccc2C[C@H]1C(=O)NCC(=O)Nc1ccc2c(c1)OCCO2	-3	-1	5	-2	5	1	0.9	-6	-3
40	O=C(COc1ccc(S(=O)(=O)N2CCCCC2)cc1)Nc1ccccc1F	-3	1	-4	-8	0	1	2.9	4	-3
41	COc1ccc(CNC(=O)COC(=O)/C=C/c2cccc(Cl)c2)cc1	-1	4	13	-23	3	2	0.1	-3	-1
42	CCOC(=O)c1ccc(COC(=O)c2cc3ccccc3oc2=O)o1	-8	-1	-1	14	0	3	1.6	-2	-10
43	CC(=O)n1c2ccccc2c2nc3ccccc3nc21	4	3	-2	3	0	0	-0.4	8	4
44	CCC/C(O)=C1\C(=O)CC(C)(C)CC1=NCCO	-5	-17	-1	15	-1	1	0.5	1	-2
45	COc1cc(NC(=O)CCC(=O)OCCCC(F)(F)C(F)(F)F)nc(OC)n1	-2	9	2	0	0	0	0.3	-1	-1
46	COc1ccc(-n2ncc(C(=O)NC3CC3)c2C2CCN(C(=O)OC(C)(C)C)CC2)cc1	3	-6	-14	1	1	1	1.6	0	2
47	CCNC(=O)O/N=C(\C)c1sc(-c2ccccc2)nc1C	5	4	1	-2	7	2	-0.1	9	-3
48	O=C(NCc1cccnc1)c1nnc(Cc2ccc(F)cc2)o1	3	-8	2	17	-1	1	0.9	6	1
49	COc1ccc(S(=O)(=O)n2nc(OC(=O)c3ccccc3)cc2N)cc1	10	-7	2	9	-2	0	0.0	2	-9
50	CCS(=O)(=O)N1Cc2ccccc2CC1C(=O)Nc1nc(C)cs1 (configuration not stated)	-2	32*	7	-11	-2	0	-0.5	-3	-3
51	COc1ccccc1C(=O)NC(=O)CSc1nc(C)cs1	13	8	-2	-21	-19	0	-0.7	2	4
52	Cc1ccc(S(=O)(=O)N(C)C)cc1NC(=O)Nc1ccccc1	-47	-2	16	-1	9	19	8.2	-30	6
53	Nc1ccc(N(CCO)CCO)cc1	-4	100*	7	5	4	1	0.6	-5	-3
54	CCOc1ccccc1N1CCN(C(=O)Nc2ccc(F)c(Cl)c2)CC1	-8	9	12	6	15	8	4.1	-7	3
55	CCCCCCn1c(=O)n2n(c1=O)C[C@]1(OC(=O)NCc3ccc(OC)c(OC)c3)CN(S(=O)(=O)c3ccc(C)cc3)C[C@]1(O)C2	-7	-7	5	19	-9	5	1.2	-1	-1
56	COc1ccc(-n2nnnc2SCC(=O)Nc2cccc(C)n2)cc1OC	0	4	9	-9	1	3	0.2	-7	1
57	CCOC(=O)C1(Cc2cccc(OC)c2)CCCN(Cc2cnn(C)c2)C1 (configuration not stated)	5	-1	1	-9	-1	1	0.3	0	-1
58	O=C(OCC(=O)N1CCCCCC1)c1ccc(Br)c(S(=O)(=O)N2CCOCC2)c1	-2	-10	19	12	2	6	1.2	-10	3
59	O=C(NCc1ccco1)c1ccc(Cl)cc1[N+](=O)[O-]	2	4	2	18	-2	0	0.6	4	-1
60	CCCCCCCNC1=CC(=O)CC(c2ccco2)C1 (configuration not stated)	0	-8	2	16	-6	0	0.2	-6	-6
61	CC1Cc2ccccc2N1Cc1cccc([N+](=O)[O-])c1 (configuration not stated)	4	-11	2	29	-4	-1	-1.2	1	-5
62	N#C/C(=C\c1cccs1)C(=O)c1ccccc1	-15	-9	7	7	0	1	1.1	-4	6
63	CCn1c(C)c(C(C)=O)c(N2CCCC2)nc1=S	-27	-6	0	19	37*	0	0.4	1	-8
64	CN(Cc1ccccc1Cl)C(=O)CCNC(=O)c1ccco1	10	-12	-7	14	-6	0	1.4	5	-4
65	COc1ccc(C(=O)/C=C/c2cc(C(=O)O)cc3c2OCOC3)c(O)c1	10	-8	-1	5	1	1	0.3	9	0
66	Cc1cc(=O)oc2cc(OCc3cc4c(cc3Cl)OCO4)ccc12	1	15	-2	-12	-2	0	-0.2	3	-2
67	CC1CCCCC1NC(=O)c1ccc(NS(=O)(=O)c2ccc3[nH]c(=O)[nH]c3c2)cc1 (configuration not stated)	8	0	4	10	-2	0	1.8	0	0
68	O=c1[nH]c2cccc(F)c2n2cccc12	4	-6	0	-8	-2	0	-0.3	0	-5
69	COc1nnc(-c2ccc(N3CCCCC3)c(NC(=O)COc3ccccc3)c2)c2ccccc12	4	-11	-2	13	-7	0	1.0	3	1
70	COc1cccc(NC(=O)c2ccccc2NS(C)(=O)=O)c1	-5	3	7	-2	13	1	0.8	-5	1

The list goes on:
entry	SMILES	CHRM4 PAM	CHO-K1 Ca antag	CHRM5 antagonist	CHO-K1 Ca PAM	M4 antag	M4 ag	CHO-K1 Ca ag	CHRM5 PAM	M5 ag
71	CCOC(=O)C1C(=O)NC(c2ccccc2)=NC1c1ccc(Br)cc1 (configuration not stated)	-2	-18	-5	16	-5	1	1.3	-5	-1
72	CN(C)CCCNC(=O)c1cc(C(=O)C2CCCCC2)c[nH]1	-6	7	11	-20	11	0	0.1	2	-1
73	O=C1OC2CC3CC1CC(O)(C3)C2 (configuration not stated)	1	-1	-1	9	3	1	0.3	1	1
74	CCN1CCN(c2nnc(-c3ccccc3)c3ccccc23)CC1	-3	-3	2	18	2	0	0.1	3	-7

M5 ag, hit marks shown above.
cpd | SMILES | CHRM4 PAM | CHRM5 antagonist | M4 antag | M4 ag | CHRM5 PAM | M5 ag
9 | COc1cc(/C=C(\C#N)c2nc3ccccc3o2)ccc1O | -23 | 46* | 20 | 30 | -24 | 53*
